Screening results deposited in PubChem BioAssay by NCI.
mec2-1: NCI yeast anticancer drug screen, S. cerevisiae mec2-1 strain; 9% of 79,000 active; % growth inhibition at 50 µM;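 note: 0% = growth of vehicle-only cultures of the same strain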
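Cells of the genetically defined mec2-1 yeast strain are incubated with test compound. Inhibition of growth is calculated against vehicle-treated controls.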
mlh1 rad18: NCI yeast anticancer drug screen, S. cerevisiae mlh1 rad18 strain; % growth inhibition at 50 µM; 11% of 79,000 active; AID 175;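 note: 0% = growth of vehicle-only cultures of the same strain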
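Genetically defined yeast (DNA repair-deficient) exposed to compounds; growth inhibition determined relative to vehicle.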
sgs1 mgt1: NCI yeast anticancer drug screen, S. cerevisiae sgs1 mgt1 strain | growth inhibition, % at 50 µM | AID 161 | 10% of 78,000 active;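 note: 0% = growth of vehicle-only cultures of the same strain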
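Compounds are added to genetically altered yeast, and growth is compared with cultures given vehicle alone to give percent inhibition.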
rad50: NCI yeast anticancer drug screen, S. cerevisiae rad50 strain. growth inhibition, % at 50 µM. 10% of 79,000 active;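 note: 0% = growth of vehicle-only cultures of the same strain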
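Growth of the mutant yeast was measured after compound exposure and referenced to vehicle-treated cultures.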
cln2 rad14: NCI yeast anticancer drug screen, S. cerevisiae cln2 rad14 strain; % growth inhibition at 50 µM; 8.3% of 78,000 active; AID 165;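 note: 0% = growth of vehicle-only cultures of the same strain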
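Readout is yeast growth inhibition versus vehicle-treated controls, using a strain with cln2 and rad14 alterations exposed to compound.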
bub3: NCI yeast anticancer drug screen, S. cerevisiae bub3 mutant strain. % growth inhibition at 50 µM. 9.9% of 78,000 active. AID 167;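 note: 0% = growth of vehicle-only cultures of the same strain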
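Steps: expose the mutant yeast strain to compound; grow alongside vehicle-treated cultures; measure growth; express inhibition against the vehicle cultures.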
* marks the source's active call; other numbers are inactive results; & = joins results of further samples. Cut-off read from the data, not from the text of the source: active = growth inhibition above about 70%; inactive = the rest.

The line under a structure holds: mec2-1	mlh1 rad18	sgs1 mgt1	rad50	cln2 rad14	bub3
1. Cc1nn(C(=O)Cc2ccccc2)c2c1C(c1ccc([N+](=O)[O-])cc1)SC(N)=N2 (centres undefined)
    10	10	22	11	16	8
2. O=C(O)CCCC/C=C/CCCCCCC1C=CCC1 (centres undefined)
    -36	2	10	-23	1	-4
3. N#CNC(c1ccccc1)(c1ccccc1)c1ccccc1
    -1	8	-4	-2	2	11
4. COc1cccc(C2c3cc4c(cc3OC(N3CCOCC3)C2C)OCO4)c1O (centres undefined)
    36	37	43	57	16	41
5. N#CCCCCCCCCCC#N
    -36	11	-47	-19	26	-52
6. CN1CCS(=O)(=O)C1=O
    96*	93*	43	90*	86*	98*
7. CC(=O)Nc1cc(C(=O)O)cc([N+](=O)[O-])c1
    9	-4	17	29	-14	15
8. O=C1c2ccccc2C(=O)C2(C(c3ccccc3)c3ccccc3)N=NCC12 (centres undefined)
    12	12	8	4	-7	30
9. CCOC(=O)c1ccc(NC2Oc3cc4c(cc3C(c3cc(OC)c(OC)c(OC)c3)C2C)OCO4)cc1 (centres undefined)
    -16	-10	-3	-2	11	-10
10. C1=Nc2c(ccc3ccccc23)CS1
    -11	-12	3	1	-70	-10
11. O=C(NCCl)Nc1ccccc1
    63	66	68	58	18	67
12. CCCCOP(=O)(Cc1ccc(Cl)cc1Cl)OCCCC
    100*	99*	100*	99*	99*	99*
13. O=S(=O)(NC1CCCC(c2ccccc2)C1)c1ccccc1 (centres undefined)
    25	58	19	18	51	61
14. CN1CCc2c1nc(-c1ccc([N+](=O)[O-])cc1)c1c2N(C)CC1
    1	10	3	13	7	11
15. CC(C)(C)c1cc(C2COC(=O)COCCOCC(=O)OCCOCCO2)cc(C(C)(C)C)c1O (centres undefined)
    -14	-60	-10	12	4	-23
16. O=C1c2ccccc2C(=O)c2c(O)c(S(=O)(=O)O)cc(O)c21
    10&16	51&51	16&24	5&46	1&-18	17&6
17. CCN(CC)CCCC(C)Nc1c2ccc(Cl)cc2nc2c(Cl)cc(Cl)cc12 (centres undefined)
    5	-9	2	-9	24	28
18. COC(=O)c1c2c(cc3c1CC1(Cc4cc5c(cc4C1=O)CCC5)C3)CCC2 (centres undefined)
    -37	3	-2	-23	0	11
19. C=CCNC(=O)ON1C(=O)CCC1=O
    3	-40	-36	-20	-9	-23
20. O=C(OCCc1ccccn1)c1ccc([N+](=O)[O-])cc1
    -17	19	-1	2	-6	8
21. O=[N+]([O-])c1c(Cl)ccc2c(Cl)ccnc12
    7	-9	-2	10	-24	-11
22. O=S(O)c1cc(Cl)cc(Cl)c1O
    5	10	-3	-3	-23	-8
23. CC(=O)/C=C(\O)c1c(C)[nH]c2ccccc12
    9	-6	-4	-16	-41	-12
24. COc1c(OC)c(C2(O)C(=O)N(C)c3ccccc32)c2c(c1C1(O)C(=O)N(C)c3ccccc31)OCO2 (centres undefined)
    2	23	-15	4	1	3
25. CN(C)c1ccc(C=C(C(=O)c2ccccc2)C(=O)c2ccccc2)cc1
    2	37	1	9	9	20
26. CC(C)(C)[C@H]1NC(=O)CN1C(=O)OCc1ccccc1
    -28	-23	-46	-20	-16	2
27. CC(O)CCc1nc2ccccc2[nH]1 (centres undefined)
    3	12	-1	17	57	-7
28. NC(CSCc1cccs1)C(=O)O (centres undefined)
    -5	4	1	-8	-43	-30
29. COC(=O)CCSc1ccccc1
    -12	-8	5	1	7	-15
30. CCCCCC(C(O)C#N)C(O)(C(F)(F)F)C(F)(F)F (centres undefined)
    81*	98*	59	95*	81*	86*
31. COc1c(NC(=O)c2ccc(Cl)cc2Cl)cccc1[N+](=O)[O-]
    10	18	7	0	-9	8
32. CC(=O)O[C@H]1CC[C@@]2(C)[C@@H](CC[C@@H]3[C@@H]2CC(=O)[C@]2(C)[C@@H]4[C@H](C[C@@H]32)O[C@]2(CC[C@@H](C)CO2)[C@H]4C)C1
    -12	2	-12	-12	-13	-35
33. O=C(O)CC(O)(CC(=O)O)C(=O)O
    18	9	-20	25	4	0
34. O=C(O)/C=N/NS(=O)(=O)c1ccccc1
    16	-2	16	-1	13	-10
35. O=C1NC(c2ccccc2)(c2ccccc2)C(=O)N1CNc1ccccn1
    -15	30	-32	0	9	-8
36. N#Cc1c(Cl)cc(Cl)n2c1nc1ccccc12
    94*	92*	93*	91*	92*	91*
37. Cc1[nH]c(=O)[nH]c(=O)c1/C=C/C(=O)NC(CO)CSCc1ccccc1 (centres undefined)
    12	12	-2	2	-7	25
38. Cc1ccncc1C(N)=O
    -3	3	-10	-1	-1	-11
39. CC(C)=NOc1ccc([N+](=O)[O-])cc1[N+](=O)[O-]
    53	71*	54	90*	30	55
40. CCOC(CN1Cc2cc(OC)c(OC)cc2CC1c1ccc(OC)c(OC)c1)OCC (centres undefined)
    5	15	-4	1	-6	-4
41. NC1=NC(c2ccccc2)C2=C(N1)C(=O)N(Cc1ccccc1)C2 (centres undefined)
    -6	3	-1	6	-19	-17
42. CCN=C(N)Nc1nc(-c2ccc(Cl)cc2)cs1
    97*	97*	92*	99*	76*	96*
43. CCCC[N+](CCCC)(CCCC)C1=C([O-])C(F)(F)C1=O
    -20	-24	-10	-20	-10	9
44. Cc1nc(N(C)C)oc(=O)c1CCc1ccccc1
    4	9	-1	-6	0	7
45. Nc1ncnc2c1ncn2C1OC(CSC(F)F)C(O)C1O (centres undefined)
    2	20	-4	14	18	18
46. COc1ccc(C(=O)C2OC2c2ccccc2)cc1 (centres undefined)
    15	35	30	42	20	58
47. O=C(O)C1(c2ccccc2)CCCNCC1 (centres undefined)
    7	4	16	19	22	14
48. COC(=O)c1nnn(-c2cc(Cl)ccc2Cl)c1C(=O)c1ccc(OC)cc1
    4	-3	-13	-13	54	37
49. CN(C)CCNc1ncnc2nc(-c3ccccc3)c(-c3ccccc3)nc12
    -12	11	-17	4	10	-24
50. COc1ccc(C(=O)/C=C/c2ccc(OCC#N)cc2)cc1OC
    -61	-54	-39	-40	-30	-33
51. CC[N+]1(C)CCC(O)(c2ccccc2)C(C(=O)c2ccccc2)C1 (centres undefined)
    -6	11	-6	4	34	6
52. NCC(=O)CCC(=O)O
    -4	-1	0	6	-5	-1
53. COc1cc(C2C3=C(CCC3)Oc3cc4c(cc32)OCO4)cc(OC)c1OC (centres undefined)
    -3	12	-8	-5	-10	5
54. CN(C)c1cccc2ccccc12
    9	19	21	-1	-24	6
55. O=C1O[C@H](COC(=O)c2ccccc2)[C@@H](OC(=O)c2ccccc2)C=C1OC(=O)c1ccccc1
    -3	-2	3	-6	-10	-3
56. O=C(O)c1cc(=O)n(CCCCCCn2c(=O)cc(C(=O)O)[nH]c2=O)c(=O)[nH]1
    -5	-1	13	26	-33	0
57. Clc1ccccc1CSc1cnnc(SCc2ccccc2Cl)c1SCc1ccccc1Cl
    13	28	6	0	23	11
58. COc1cc2cnc3c4cc(OC(C)C)c(OC)cc4ccc3c2cc1OC
    -15	-29	-20	-10	6	-5
59. COC(=O)C1Cc2c([nH]c3ccccc23)C=N1 (centres undefined)
    31	63	55	65	46	15
60. Clc1ccccc1C=NC1CCCCC1
    -12	-3	0	-5	-1	-6

Next section:
The line under a structure holds: mec2-1	mlh1 rad18	sgs1 mgt1	rad50	cln2 rad14	bub3
61. CCC(O)c1ccc(OCc2ccccc2)c(OC)c1 (centres undefined)
    -2	2	25	7	-43	-4
62. CN1N=C(c2ccncc2)OC1c1ccccc1F (centres undefined)
    -46	-18	1	-31	6	7
63. CC(C)(CN1CCCCC1)C(=O)CC(SCCS(=O)(=O)O)c1ccc(Cl)cc1 (centres undefined)
    4	11	39	19	56	26
64. CCN1C(=O)C(=C2C=C(c3ccccc3)C(C#N)(c3ccccc3)C(c3ccccc3)=C2)C(=O)N(CC)C1=S (centres undefined)
    9	5	-6	16	20	4
65. CCCCCCCCCCOC1C(C(C)OCCCN(C)C)OC2OC3(CCCCC3)OC21 (centres undefined)
    93*	86*	41	92*	16	-32
66. Cc1ccc(N=Nc2c(C)nc(N)nc2-c2ccccc2)c(C)c1
    -6	14	-3	-13	-3	-9
67. C/C(=N/N(C)C)c1ccc(C#N)cc1
    -4	-8	5	-6	-33	-18
68. CC(/C=C/c1ccccc1)=N\NC(=S)N/N=C(C)/C=C/c1ccccc1
    38	11	22	10	9	49
69. CC1(C)COC(c2c(F)cccc2Cl)=N1
    -14	13	6	3	22	12
70. Cc1ccc(C)[nH]1
    7	18	-8	-3	53	-4
71. C[C@@H]1O[C@]2(O)[C@@H]3CCCN3S(=O)(=O)CCN2C1=O
    -22	-17	-17	2	18	-11
72. COCCc1c2ccccc2cc2ccccc12
    3	18	10	25	8	-22
73. CN1CCCC1=NC#N
    8	-82	1	-6	11	3
74. O=C(O)c1cccc2c1cc(Br)c1ccccc12
    23	25	32	23	-42	16
75. Cn1ccc(=S)c2ccccc21
    1	20	10	18	-56	-2

Sorted by count of non-hydrogen atoms (rising): part of the list above.
The line under a structure holds: mec2-1	mlh1 rad18	sgs1 mgt1	rad50	cln2 rad14	bub3
70. Cc1ccc(C)[nH]1
    7	18	-8	-3	53	-4
73. CN1CCCC1=NC#N
    8	-82	1	-6	11	3
75. Cn1ccc(=S)c2ccccc21
    1	20	10	18	-56	-2
67. C/C(=N/N(C)C)c1ccc(C#N)cc1
    -4	-8	5	-6	-33	-18
69. CC1(C)COC(c2c(F)cccc2Cl)=N1
    -14	13	6	3	22	12
59. COC(=O)C1Cc2c([nH]c3ccccc23)C=N1 (centres undefined)
    31	63	55	65	46	15
74. O=C(O)c1cccc2c1cc(Br)c1ccccc12
    23	25	32	23	-42	16
62. CN1N=C(c2ccncc2)OC1c1ccccc1F (centres undefined)
    -46	-18	1	-31	6	7
61. CCC(O)c1ccc(OCc2ccccc2)c(OC)c1 (centres undefined)
    -2	2	25	7	-43	-4
66. Cc1ccc(N=Nc2c(C)nc(N)nc2-c2ccccc2)c(C)c1
    -6	14	-3	-13	-3	-9
68. CC(/C=C/c1ccccc1)=N\NC(=S)N/N=C(C)/C=C/c1ccccc1
    38	11	22	10	9	49
63. CC(C)(CN1CCCCC1)C(=O)CC(SCCS(=O)(=O)O)c1ccc(Cl)cc1 (centres undefined)
    4	11	39	19	56	26
65. CCCCCCCCCCOC1C(C(C)OCCCN(C)C)OC2OC3(CCCCC3)OC21 (centres undefined)
    93*	86*	41	92*	16	-32
64. CCN1C(=O)C(=C2C=C(c3ccccc3)C(C#N)(c3ccccc3)C(c3ccccc3)=C2)C(=O)N(CC)C1=S (centres undefined)
    9	5	-6	16	20	4

Later entries:
The line under a structure holds: mec2-1	mlh1 rad18	sgs1 mgt1	rad50	cln2 rad14	bub3
76. O=C1/C(=C/c2ccccc2)CN(C(=O)OCC(Cl)(Cl)Cl)C/C1=C\c1ccccc1
    7	-58	-31	3	5	-11
77. Clc1cc(Cl)c2c(c1)nc(Cl)c1cc(Cl)ccc12
    99*	99*	98*	97*	98*	99*
78. CN(C)CCN1CCc2c([nH]c3ccccc23)C1c1cccnc1 (centres undefined)
    -25	-38	-4	-56	6	-18
79. CC1(CO)CCCC2(C)C1CCC1CC3C=CC12C1C(=O)OC(=O)C31 (centres undefined)
    61	80*	25	84*	28	62
80. CC1=C(C#N)C2C(=C(C)N1)C(N)=Nc1ccccc12 (centres undefined)
    6	5	4	-6	6	-2

Outcome played no part in choosing rows. Share with any hit: about 14%.
